LYP phosphatase: inhibitors of LYP phosphatase, biochemical, fluorescence intensity, uHTS (AID 1779) | recombinant LYP phosphatase, fluorescence intensity; higher % means a stronger effect | inhibition, % at 11.5 µM, or IC50 in µM where a hit was titrated | 0.054% of 290,000 active;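 note: plate controls were vehicle with enzyme for no effect and no enzyme for full effect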
KOR beta-arrestin-1: kappa opioid receptor activators – cell-based, luminescence, uHTS, primary screen (AID 1777); 0.02% of 280,000 active; KOR beta-arrestin recruitment, luminescence; higher % means a stronger effect; activation, % at 10 µM; hits with a dose series show EC50 in µM; in the data active = activation above about 50%, passing the limit was not always enough; note: a part of the inactive calls stands beside numbers as strong as those of hits
KOR beta-arrestin-2: KOR antagonists, beta-arrestin recruitment, cell-based, luminescence, uHTS (AID 1778). KOR beta-arrestin recruitment, luminescence, antagonist mode; higher % means a stronger effect. inhibition, % at 10 µM, or IC50 in µM where a hit was titrated. 0.091% of 290,000 active; note: strong numbers were not always called active
HIV peptide binding: inhibitors of HIV fusion peptide binding, primary screen, biochemical, uHTS, fluorescence dequenching (AID 1986); cell-free peptide binding, fluorescence dequenching, 30 min; higher % means a stronger effect; inhibition, % at 20 µM, or IC50 in µM where a hit was titrated; 0.3% of 290,000 active; in the data active = inhibition mostly above about 52%, no sharp cut-off; inactive = mostly below about 76%; note: some results filed as inactive read as strong as hits
Myeloid diff MLP: promotes myeloid progenitor differentiation; ER-HoxA9 myeloid progenitors, lysozyme-GFP differentiation, flow cytometry; calls only at 10 µM; 1% of 360,000 active; AID 624256;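 active = normalized GFP-positive differentiation at or above the plate's own cutoff, the solvent-only control mean plus 3 SD; inconclusive = no clear call, values can overlap the other calls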;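 note: cells exposed to compound for four days before flow analysis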
NOD1 NF-kB reporter: inhibition of NOD1-driven NF-kB reporter – cell-based, luminescence, uHTS, primary screen (AID 1578). NOD1-driven NF-kB luciferase reporter cells, luminescence; higher % means a stronger effect. inhibition, % at 4 µM; hits with a dose series show EC50 in µM. 1% of 290,000 active; in the data active = inhibition mostly above about 36%, no sharp cut-off; inactive = mostly below about 34%;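 note: HEK-293T reporter cells stimulated with the NOD1 agonist gamma-tri-DAP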
SIAH1 antagonists: Siah-1 peptide-binding antagonists, primary screen, biochemical, fluorescence polarization, rhodamine-plectin, uHTS (AID 1817). Siah-1 / rhodamine-plectin peptide fluorescence polarization; higher % means a stronger effect. displacement, % at 20 µM; hits with a dose series show IC50 in µM. 0.02% of 290,000 active;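 active = displacement of at least 50% at 20 µM, with a fluorescence ratio check between 0.3 and a set limit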;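 note: plate controls were Siah plus tracer with DMSO for no effect and tracer alone without Siah for full effect; strong numbers were not always called active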
Salmonella PhoP GFP: PhoP-dependent GFP reporter repression – Salmonella Typhimurium, primary screen (AID 1863) | S. Typhimurium PhoP-regulated promoter GFP reporter, 4 h; higher % means a stronger effect | inhibition, % at 50 µM, or IC50 in µM where a hit was titrated | 0.16% of 300,000 active;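 active = inhibition over 29.93%, a cutoff 3 SD above the screen mean, later confirmed by dose response; inconclusive = inhibition over 29.93% but no dose response follow-up; inactive = inhibition at most 29.93% or unconfirmed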;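 note: 0% = low Mg2+ inducing control and 100% = high Mg2+ repressing control; strong numbers were not always called active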
HEK293 NOD2/NF-kB: inhibition of NOD2-driven NF-kB reporter – cell-based, luminescence, uHTS, HEK293 (AID 1566); HEK293 NOD2/NF-kB luciferase reporter, luminescence; higher % means a stronger effect; one-dose inhibition, % at 4 µM; EC50 in µM for titrated hits; 0.63% of 290,000 active; note: many of its hits are not listed in these tables
Myeloid diff MLP GFP+ MAC1+ %: second read-out of Myeloid diff MLP, no call of its own (marks repeat the call); GFP+ MAC1+ double positive, %; measured here: differentiation confirmed by MAC1 staining
Active calls of the source: *; i = inactive; ? = inconclusive; . = not tested or not shown; [ ] = another dose, or the depositor's remark. Cut-off read from the data, not from the text of the source, unless noted: active = inhibition above about 50%; inactive = the rest.

Start of the listing, in advance (five entries):
SMILES | LYP phosphatase | KOR beta-arrestin-1 | KOR beta-arrestin-2 | HIV peptide binding | Myeloid diff MLP | Myeloid diff MLP GFP+ MAC1+ % | NOD1 NF-kB reporter | SIAH1 antagonists | Salmonella PhoP GFP | HEK293 NOD2/NF-kB
Oc1cc2ccccc2nc1-c1ccccc1Cl | -4% | -0.3% | 12% | 1.1% | i | 0.5 | -2% | -1% | -3% | 2%
O=C(Nc1ccccc1)c1ccc(NCC2CCCO2)c(S(=O)(=O)N2CCOCC2)c1 (stereo not given) | -4% | 0.3% | -35% | -0.2% | i | 0.4 | 1% | -1% | -14% | 5%
Cc1ccccc1C(=O)NC1CCN(CC(=O)Nc2c(C)cccc2C)CC1 | -9% | -3.7% | -17% | 2.0% | i | 0.9 | 0% | 4% | 3% | 8%
C#CCOCCOCCOCCNc1nc(N2CCN(C(=O)[C@H](CCC(=O)O)n3cc(C(N)Cc4ccc(O)cc4)nn3)CC2)nc(N2CCN(C(=O)[C@H](Cc3ccc(O)cc3)n3cc(C(N)[C@H](C)CC)nn3)CC2)n1 (stereo not given in full) | -8% | 3.2% | -18% | 0.0% | . | . | 6% | 2% | -4% | -25%
Cn1c(=O)c(C(=O)NNC(=O)c2cccc(Cl)c2)c(O)c2ccccc21 | -12% | -1.7% | -2% | 5.5% | i | 0.3 | -37% | -3% | 2% | 19%

The listing, from the first entry:
SMILES | LYP phosphatase | KOR beta-arrestin-1 | KOR beta-arrestin-2 | HIV peptide binding | Myeloid diff MLP | Myeloid diff MLP GFP+ MAC1+ % | NOD1 NF-kB reporter | SIAH1 antagonists | Salmonella PhoP GFP | HEK293 NOD2/NF-kB
Oc1cc2ccccc2nc1-c1ccccc1Cl | -4% | -0.3% | 12% | 1.1% | i | 0.5 | -2% | -1% | -3% | 2%
O=C(Nc1ccccc1)c1ccc(NCC2CCCO2)c(S(=O)(=O)N2CCOCC2)c1 (stereo not given) | -4% | 0.3% | -35% | -0.2% | i | 0.4 | 1% | -1% | -14% | 5%
Cc1ccccc1C(=O)NC1CCN(CC(=O)Nc2c(C)cccc2C)CC1 | -9% | -3.7% | -17% | 2.0% | i | 0.9 | 0% | 4% | 3% | 8%
C#CCOCCOCCOCCNc1nc(N2CCN(C(=O)[C@H](CCC(=O)O)n3cc(C(N)Cc4ccc(O)cc4)nn3)CC2)nc(N2CCN(C(=O)[C@H](Cc3ccc(O)cc3)n3cc(C(N)[C@H](C)CC)nn3)CC2)n1 (stereo not given in full) | -8% | 3.2% | -18% | 0.0% | . | . | 6% | 2% | -4% | -25%
Cn1c(=O)c(C(=O)NNC(=O)c2cccc(Cl)c2)c(O)c2ccccc21 | -12% | -1.7% | -2% | 5.5% | i | 0.3 | -37% | -3% | 2% | 19%
COc1ccc(S(=O)(=O)N2CCOCC2)cc1NC(=O)CCc1c[nH]c2ccccc12 | -7% | -3.7% | 3% | -3.0% | i | 0.9 | 13% | 1% | -5% | 22%
Cc1cc(NC(=O)C2CC(c3c(F)cccc3Cl)=NO2)n(-c2ccccc2)n1 (stereo not given) | -4% | 1.0% | -12% | -0.8% | i | 0.2 | -17% | -3% | -7% | 10%
COc1cccc(CSc2nccn2C)c1 | -3% | -2.4% | -4% | 1.4% | i | 1.0 | -41% | 1% | -5% | -8%
COc1cc(C)ccc1OCCOc1c(Cl)cc(Cl)cc1Cl | -2% | 0.7% | 4% | 2.2% | i | 0.8 | -12% | 6% | -3% | -4%
COc1ccccc1NS(=O)(=O)c1cccc(NC(=O)Cc2cccs2)c1 | -6% | 9.2% | -13% | 3.4% | i | 0.9 | 1% | 6% | -3% | 21%
O=C(COC(=O)c1cc(=O)[nH]c2ccc(Br)cc12)c1ccccc1 | -4% | -1.3% | -40% | -0.6% | i | 0.1 | -34% | 4% | -6% | -3%
Cc1ccc(-c2ccc(OC(=O)c3ccc(=O)[nH]c3)c(C)c2)cc1 | -4% | -4.6% | -18% | 0.6% | i | 0.0 | -6% | 0% | -4% | -6%
CC1=NNC(=O)C1CC(=O)N/N=C/c1ccc(C)o1 (stereo not given) | -6% | 3.3% | 22% | -2.0% | i | 0.1 | -3% | -6% | -1% | -2%
CC(C)(C)c1nc(NCCN2CCOCC2)c2nnn(Cc3ccccc3Cl)c2n1 | -2% | 6.2% | -49% | -2.1% | i | 0.8 | 20% | -2% | 2% | 7%
Cc1cc(Br)cc2c1NC(=O)C2(O)CC(=O)c1ccco1 (stereo not given) | -1% | -4.4% | -4% | -2.1% | i | 0.1 | -11% | -5% | -3% | 7%
COc1cc(CN2CCC(C(=O)N3CCN(c4ccccc4F)CC3)CC2)cc(OC)c1OC | -6% | 16% | -10% | -0.7% | i | 0.5 | 1% | -3% | 0% | 2%
COc1ccc(NC(=O)CCSc2ccc(C)cc2)cc1 | -12% | -2.9% | -8% | -0.9% | i | 0.4 | -5% | -4% | 3% | 14%
CC(C)C(NC(=O)C(NC(=O)C1OC2OC(C)(C)OC2C2OC(C)(C)OC12)C(C)C)C(=O)O (stereo not given) | -6% | 2.8% | -26% | 0.8% | i | 0.2 | -2% | -3% | -7% | -3%
Cc1c2c(nc3c(C(=O)NC4CC4)cnn13)CCCC2 | -3% | 0.9% | -27% | 4.2% | i | 0.6 | -30% | 1% | 5% | -19%
CCNS(=O)(=O)c1cc(-c2nnc(OC)c3ccccc23)ccc1C | -6% | -3.9% | -18%[20 µM] | 0.6% | i | 0.5 | 23% | 3% | -5% | 7%
CCN(CCn1cccn1)C(=O)CCc1nnc(CCc2ccccc2OC)o1 | -8% | -1.8% | -45% | 1.0% | i | 0.8 | -43% | 0% | -10% | 13%
O=c1ccc(-c2ccc(S(=O)(=O)Nc3cccc(F)c3)o2)n[nH]1 | -12% | -2.6% | -1% | -2.7% | i | 0.6 | 13% | 1% | -4% | -24%
CN1CCc2ccc(NC(=O)c3ccc(C(F)(F)F)cc3)cc2C1 | -6% | -4.3% | -34%[20 µM] | 1.0% | i | 0.1 | -34% | -3% | -4% | 21%
CCOCCCn1c(=S)[nH]c2ncccc2c1=O | -3% | 6.8% | -40% | -2.4% | ? | . | . | 0% | -5% | -3%
COCCN(C(=S)Nc1ccccc1OC)C1CCN(C(C)C)CC1 | -6% | -5.6% | -2% | 0.4% | i | 0.4 | -6% | 4% | -7% | 5%
Next part.
SMILES | LYP phosphatase | KOR beta-arrestin-1 | KOR beta-arrestin-2 | HIV peptide binding | Myeloid diff MLP | Myeloid diff MLP GFP+ MAC1+ % | NOD1 NF-kB reporter | SIAH1 antagonists | Salmonella PhoP GFP | HEK293 NOD2/NF-kB
O=C(CN1C(=O)CSC1=O)Nc1ccccc1F | -1% | 4.9% | -42% | -0.3% | i | 0.8 | -14% | -2% | -12% | 1%
COc1ccc(-n2nc(C(=O)NCC(=O)N3CCCC(C)C3)c3ccccc3c2=O)cc1Cl (stereo not given) | 5% | -0.2% | -4% | -0.9% | i | 0.7 | -23% | -2% | -12% | 2%
COc1ccc(-c2oc3cccnc3c2/C=C/c2ccc(OC)c(OC)c2)cc1 | -15% | 1.7% | -23%[20 µM] | -1.3% | i | 0.5 | -21% | -1% | 1% | 7%
CC(Oc1ccc(-c2ccccc2)cc1)C(=O)N1CCOCC1 (stereo not given) | -7% | -2.3% | 22% | -2.1% | i | 0.7 | -12% | 3% | 12% | -2%
CCSc1nnc([C@@H](NC(=O)OC(C)(C)C)C(C)C)o1 | -8% | -0.5% | 20% | 0.6% | i | 0.6 | 3% | 14% | -9% | 11%
CC(Sc1cccc[n+]1[O-])c1ccccc1 (stereo not given) | -12% | -2.0% | -9% | 0.2% | i | 0.6 | 52% | -2% | -5% | 3%
CCOCCCn1c(=S)[nH]c2cc(C(=O)N3CCC(C(N)=O)CC3)ccc2c1=O | 4% | 0.3% | -2% | -1.5% | i | 0.4 | -25% | 4% | 2% | 3%
COC(=O)CSc1nc(NCC(C)C)nc(N2CCOCC2)n1 | -10% | 2.1% | 5% | 2.1% | i | 2.9 | 1% | 0% | 2% | 5%
CCOC(=O)CCc1c(C)c2ccc(OCC(=O)OC(C)C)cc2oc1=O | -12% | -4.4% | -23% | 3.2% | i | 0.7 | -15% | 0% | -2% | 14%
CCc1cc2c(cc(C(=O)O)n2C)s1 | -4% | -12% | . | -1.4% | i | 0.9 | 14% | -2% | -20% | 1%
CN1C(=O)c2ccc(C(=O)NCc3ccccn3)cc2C1=O | -6% | 2.6% | 15% | -0.9% | i | 1.1 | -29% | 11% | 7% | -9%
Cc1ccc(CNC(=O)C2CCCN(c3ncnc4c3nc3n4CCCCC3)C2)cc1 (stereo not given) | -10% | -6.7% | 1% | -0.3% | i | 2.6 | -26% | 12% | -6% | 16%
COc1ccccc1N1CCN(/N=C\c2cccnc2)CC1 | -9% | 9.1% | -31%[20 µM] | -0.6% | i | 0.1 | -23% | 9% | -5% | 20%
O=C(Nc1cccc(NC(=O)c2ccc3c(c2)OCO3)c1)c1ccccc1 | 2% | -1.5% | -27% | 2.5% | i | 0.3 | -31% | -2% | 9% | -14%
Cc1c(NC(=O)CSCc2ccc(Cl)cc2Cl)cccc1C(=O)O | -10% | . | -56%[20 µM] | 0.4% | i | 0.4 | -4% | 0% | 8% | 5%
O=C(NNc1nc2c(F)cccc2s1)c1cc(=O)c2ccccc2o1 | 0% | -3.0% | -4% | 22% | i | 1.7 | -1% | -9% | -3% | -121%
CCCCC1CCC(C(=O)Nc2ccc(S(=O)(=O)Nc3nccs3)cc2)CC1 (stereo not given) | 4% | -1.1% | -26% | 19% | i | 0.8 | 32% | 7% | 0% | -21%
CSc1nc(N2CCOCC2)c2c3c(sc2n1)CCCC3 | 0% | 0.0% | 16% | 0.6% | i | 1.2 | -13% | 1% | 2% | 4%
CCOC(=O)c1sc(NC(=O)c2cccc(S(=O)(=O)N3CCN(C)CC3)c2)cc1C | -13% | -4.4% | -2% | -2.2% | i | 0.5 | -32% | -4% | 2% | 8%
CCOc1ccccc1NC(=O)C1CCN(S(=O)(=O)c2c(C)nn(C)c2C)CC1 | -3% | -0.9% | -7% | 0.8% | i | 0.5 | -7% | 4% | 14% | 5%
CCCCCC(=O)Nc1ccc2oc(-c3cccnc3)nc2c1 | -1% | -2.8% | 32% | 1.0% | i | 1.2 | -10% | -2% | 0% | 3%
O=C(Oc1ccc2ccc(=O)oc2c1)c1ccccc1 | -6% | -0.5% | -56%[20 µM] | 0.0% | i | 0.6 | -21% | 14% | -2% | -1%

Ordered by the number under Salmonella PhoP GFP (largest number first): some entries from above
mol	Salmonella PhoP GFP
CC(C)(C)c1nc(NCCN2CCOCC2)c2nnn(Cc3ccccc3Cl)c2n1	2%
CCOCCCn1c(=S)[nH]c2ncccc2c1=O	-5%
CC(C)C(NC(=O)C(NC(=O)C1OC2OC(C)(C)OC2C2OC(C)(C)OC12)C(C)C)C(=O)O (stereo not given)	-7%

This is a subset; rates above refer to the full screens.
